From PubChem BioAssay
UDG counter: blocks uracil-DNA glycosylase in AID counter-screen; FRET deamination/UDG coupled assay, UDG read, 4 h; Potency, µM (highest dose often 115 µM), for the others: at the highest dose activity change, negative = inhibition, usual class: inhibitors; 91,000 tested, 0.14% active; AID 1347430; further: nearly all actives have a fitted effect of over 65% in size
AID inhibitor: inhibitors of human activation induced cytidine deaminase | AID deamination FRET fluorescence, UDG-coupled, 4 h | Potency, µM (top dose mostly 115 µM), without a hit: top-dose activity change, negative = inhibition, actives largely listed as inhibitors | 91,000 tested, 0.32% active | AID 1347428; further: nearly all actives have a fitted effect of over 25% in size
Target sequence (Q9GZX7 whole entry, looked up): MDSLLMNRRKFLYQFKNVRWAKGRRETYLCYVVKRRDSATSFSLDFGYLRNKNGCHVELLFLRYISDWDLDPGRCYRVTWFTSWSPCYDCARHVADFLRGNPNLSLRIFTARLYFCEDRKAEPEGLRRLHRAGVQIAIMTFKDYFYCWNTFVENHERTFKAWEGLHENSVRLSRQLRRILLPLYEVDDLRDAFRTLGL
The depositor's hits bear a star; ? = inconclusive; [ ] = remark or other dose. The call rests on the fitted dose curve; in most records, active means well fitted curve in the direction sought with a large enough effect; inconclusive means small, poorly fitted or top-dose-only effect, or another doubt; inactive means no such curve, though single readings can be large; an effect the other way counts as inactive or inconclusive. On the % scale 0 is the no-effect control and ±100 the full control effect; potency means the concentration at half of the fitted maximal effect. An excerpt; the hit share may differ from the screen's.

> CCOc1ccc(C(=O)Nc2nc(-c3ccc(Br)cc3)ns2)cc1
  UDG counter: -3%[57.5 µM]
  AID inhibitor: 5%

> Nc1nccnc1C(=O)Nc1ccncc1
  UDG counter: -2%
  AID inhibitor: -6%

> COC(=O)c1c[nH]c2ncccc12
  UDG counter: -10%
  AID inhibitor: -8%

> Cc1ccc(C)c(S(=O)(=O)c2nnn3c2nc(NCc2ccc4c(c2)OCO4)c2sccc23)c1
  UDG counter: -14%
  AID inhibitor: ?

> C=C(CCCN(Cc1ccccc1)Cc1ccccc1)C(=O)OCC
  UDG counter: 3%
  AID inhibitor: 1%

> C=CCn1c(SCCO)nc2c1c(=O)n(C)c(=O)n2C
  UDG counter: -1%
  AID inhibitor: -5%

> COc1ccc(NS(=O)(=O)c2ccc3[nH]c4c(c3c2)CCCC4)cc1OC
  UDG counter: 2%
  AID inhibitor: 121%[activator]

> Cc1ccc(NC(=O)C(C)Sc2nc(=O)cc(N)n2-c2ccccc2)cc1 (configuration not stated)
  UDG counter: -1%
  AID inhibitor: -6%

> Cc1ccccc1Cn1c(CCCNC(=O)C2CCCCC2)nc2ccccc21
  UDG counter: ?
  AID inhibitor: ?

> Cc1ccc(CNC(=O)C2CCCN(S(=O)(=O)c3cccc4nsnc34)C2)cc1 (configuration not stated)
  UDG counter: -5%
  AID inhibitor: 2%

> CCC(=O)C1=C(c2ccc(OC)c(OC)c2)N(C(=O)CC)n2c(CC)nnc2S1
  UDG counter: -15%
  AID inhibitor: ?

> Cc1c(C)c2ccc(OCC(=O)NC3CC(C)(C)NC(C)(C)C3)cc2oc1=O
  UDG counter: 4%
  AID inhibitor: 4%

> CC1(C)Cc2c(sc(NC(=O)C(=O)NCc3cccnc3)c2C#N)CO1
  UDG counter: 2%
  AID inhibitor: -3%

> Cc1ccc(OCC(=O)N(CC#N)C2CC2)cc1
  UDG counter: 7%
  AID inhibitor: -8%

> O=c1c2oc3ccccc3c2n(Cc2cccc(C(F)(F)F)c2)c(=O)n1Cc1ccc2c(c1)OCO2
  UDG counter: 8%[57.5 µM]
  AID inhibitor: 1%

> CC(C)Cc1ccc(C(C)C(=O)NC(CC(C)C)C(N)=O)cc1 (configuration not stated)
  UDG counter: 8%
  AID inhibitor: -3%

> Cc1c(Cl)ccc2sc(N3CCN(C(=O)c4ccco4)CC3)nc12
  UDG counter: ?
  AID inhibitor: ?

> CCOC(=O)c1cc2cc(Br)ccc2[nH]1
  UDG counter: 3%
  AID inhibitor: -8%

> Cc1ccc(/C=C/C(=O)NCC(C)C)cc1
  UDG counter: -6%
  AID inhibitor: 2%

> O=C(c1cc(F)ccc1F)N1CCN(Cc2nnnn2C2CC2)CC1
  UDG counter: 2%
  AID inhibitor: -6%

> CCCOc1cc(OCCC)c2c(C)c(CCC)c(=O)oc2c1
  UDG counter: -5%
  AID inhibitor: -6%

> CCOC(=O)c1sc(N)c(SC#N)c1C
  UDG counter: -13%
  AID inhibitor: 1%

> CCOC(=O)c1c(S(=O)(=O)N2CCN(c3ccccc3OC)CC2)c(C)n(C)c1C
  UDG counter: -13%[57.5 µM]
  AID inhibitor: 5%[57.5 µM]

> O=C(COC(=O)Cc1cccc2ccccc12)Nc1ccccc1
  UDG counter: -4%
  AID inhibitor: 5%

> CC(NC(=O)CCc1ncc(-c2ccccc2)o1)c1ccc(Cl)cc1 (configuration not stated)
  UDG counter: -15%
  AID inhibitor: -6%

> Cc1ccc(Cl)cc1N(C)C(=O)c1noc2c1CCCCC2
  UDG counter: -3%
  AID inhibitor: ?

> C#CCN1CCCCC1C(=O)NCCc1ccccc1 (configuration not stated)
  UDG counter: -5%
  AID inhibitor: -5%

> CCOc1ccc(S(=O)(=O)[C@H]2CS(=O)(=O)C[C@@H]2N2CCN(c3ccccc3)CC2)cc1
  UDG counter: 4%
  AID inhibitor: 0%

> COc1ccc(C)cc1NC(=O)Cn1nc(C(=O)O)c2ccccc2c1=O
  UDG counter: -10%
  AID inhibitor: -4%

> COC(=O)c1c(SCC(=O)Nc2cc(F)ccc2F)[nH]c2ccc(C)cc2c1=O
  UDG counter: -1%
  AID inhibitor: -7%

Sorted by SMILES length (falling): part of the list above
> CCOC(=O)c1c(S(=O)(=O)N2CCN(c3ccccc3OC)CC2)c(C)n(C)c1C
  UDG counter: -13%[57.5 µM]
  AID inhibitor: 5%[57.5 µM]

> COC(=O)c1c(SCC(=O)Nc2cc(F)ccc2F)[nH]c2ccc(C)cc2c1=O
  UDG counter: -1%
  AID inhibitor: -7%

> O=C(c1cc(F)ccc1F)N1CCN(Cc2nnnn2C2CC2)CC1
  UDG counter: 2%
  AID inhibitor: -6%

> CCCOc1cc(OCCC)c2c(C)c(CCC)c(=O)oc2c1
  UDG counter: -5%
  AID inhibitor: -6%

> C#CCN1CCCCC1C(=O)NCCc1ccccc1 (configuration not stated)
  UDG counter: -5%
  AID inhibitor: -5%

> CCOC(=O)c1sc(N)c(SC#N)c1C
  UDG counter: -13%
  AID inhibitor: 1%

Later entries.
> COc1ccc(C(CC(=O)Nc2ccc(Br)cn2)N2Cc3ccccc3C2=O)cc1 (configuration not stated)
  UDG counter: -3%[57.5 µM]
  AID inhibitor: -23%

> CCOC(=O)c1cc2c(=O)n3ccccc3nc2n(C(C)C)c1=NC(=O)c1cc2ccccc2o1
  UDG counter: -25%
  AID inhibitor: ?

> CC1(C)CC(NC(=S)NCCN2CCOCC2)CC(C)(C)N1
  UDG counter: -4%
  AID inhibitor: 0%

> Cc1ccc(OCC(=O)N(C)CC(=O)N(CC(C)C)c2c(N)n(CC(C)C)c(=O)[nH]c2=O)cc1C
  UDG counter: 1%
  AID inhibitor: 8%

> CC(C)c1ccc(CNCCN2CCCC2)cc1
  UDG counter: 4%
  AID inhibitor: 2%

> COC(=O)c1cc(NC(=O)Cn2nc(-c3ccc(C)c(C)c3)ccc2=O)cc(C(=O)OC)c1
  UDG counter: 4%
  AID inhibitor: -2%

> COc1ccccc1NC(=O)c1ccc(NC(=O)COC(=O)c2cc(C)nc3ccccc23)cc1
  UDG counter: -15%
  AID inhibitor: 0%

> O=C(O)C(Cl)C12CC3CC(C1)CC(C(Cl)C(=O)O)(C3)C2 (configuration not stated)
  UDG counter: 3%
  AID inhibitor: 10%

> O=S(=O)(Nc1cc(Cl)cc(Cl)c1)c1cccc(C(F)(F)F)c1
  UDG counter: 5%
  AID inhibitor: -5%

> Cc1oc2c(C)c3o/c(=N/O)c4c(c3cc2c1C)CCCC4
  UDG counter: 7%
  AID inhibitor: 9%

> O=C(CCS(=O)(=O)c1nc(-c2ccc3c(c2)OCO3)cc(C(F)(F)F)n1)Nc1ccc(Br)cc1
  UDG counter: -4%
  AID inhibitor: -8%

> CCC/C(=N\NC(N)=S)c1ccccc1
  UDG counter: -7%
  AID inhibitor: -5%

> CCCCOC(=O)C(C)Oc1ccc2c(=O)c(Oc3ccc(OC)cc3)coc2c1 (configuration not stated)
  UDG counter: 2%
  AID inhibitor: -8%

> CCN(CC)S(=O)(=O)c1ccc(OC(C)C)c(NC(=O)c2ccc(OC(F)F)cc2)c1
  UDG counter: -18%
  AID inhibitor: -12%

> CCOC(=O)c1oc2c(c1C)C(=O)CSC2
  UDG counter: 10%
  AID inhibitor: 21%

Looked up by structure from the list above (4):
> COC(=O)c1cc(NC(=O)Cn2nc(-c3ccc(C)c(C)c3)ccc2=O)cc(C(=O)OC)c1
  UDG counter: 4%
  AID inhibitor: -2%

> COc1ccccc1NC(=O)c1ccc(NC(=O)COC(=O)c2cc(C)nc3ccccc23)cc1
  UDG counter: -15%
  AID inhibitor: 0%

> Cc1oc2c(C)c3o/c(=N/O)c4c(c3cc2c1C)CCCC4
  UDG counter: 7%
  AID inhibitor: 9%

> CC(C)c1ccc(CNCCN2CCCC2)cc1
  UDG counter: 4%
  AID inhibitor: 2%

The listing continues.
> CC(NC(=O)c1ccc(Br)o1)c1ccc(C(F)(F)F)cc1 (configuration not stated)
  UDG counter: -7%
  AID inhibitor: -7%

> CCOc1ccc(NC(=O)Cn2c(C)cc3ccccc32)cc1
  UDG counter: -3%
  AID inhibitor: -2%

> Cc1ccc(-c2cn3cccnc3n2)cc1NC(=O)C(C)(C)Oc1ccc(Cl)cc1
  UDG counter: -12%[57.5 µM]
  AID inhibitor: -2%

> COc1ccc(NC(=O)C(=O)NCC2(c3ccc(OC)c(OC)c3)CCCC2)cc1
  UDG counter: -16%
  AID inhibitor: 5%

> O=C(CCN=C1NS(=O)(=O)c2ccccc21)Nc1ccc(Cl)cc1F
  UDG counter: 3%
  AID inhibitor: -7%

> Cc1ccccc1C(=O)NC(NC(=O)c1ccccc1C)c1ccccc1
  UDG counter: 2%
  AID inhibitor: -2%

> COc1ccccc1C(=O)Nc1c(C(=O)N2CCN(c3ccc(F)cc3)CC2)oc2ccccc12
  UDG counter: -5%
  AID inhibitor: 14%

> CCc1cccc(C)c1NS(=O)(=O)c1ccc(-c2cc(C)no2)s1
  UDG counter: ?
  AID inhibitor: 2%

> Cn1nc(C(=O)Oc2cc(Cl)ccc2Cl)c2ccccc2c1=O
  UDG counter: 0%
  AID inhibitor: -4%

> Cc1ccc(I)c(C)c1[N+](=O)[O-]
  UDG counter: -7%
  AID inhibitor: -12%

> Cc1csc(NC(=O)CSc2nc3ccccc3[nH]2)n1
  UDG counter: -1%
  AID inhibitor: -4%

> CCOC(=O)Cn1c(=O)n(C2CCCCC2)c2nc(-c3c(F)cccc3Cl)nc(C(N)=O)c21
  UDG counter: -3%
  AID inhibitor: 17%

> CCC(CC)c1nnc(NC(=O)CCc2c[nH]c3ccccc23)s1
  UDG counter: 4%
  AID inhibitor: -7%

> CC(C)(C)c1ccc(Nc2ccc(C(C)(C)C)cc2)cc1
  UDG counter: 0%
  AID inhibitor: -6%

> COc1ccccc1N1CCN(C(=O)CCc2c(C)nn(-c3ccc(N4CCCC4)nn3)c2C)CC1
  UDG counter: -4%[57.5 µM]
  AID inhibitor: 10%

> COCC(C)n1c(C)cc(C(=O)CSc2nc3nc(C)cc(C)n3n2)c1C (configuration not stated)
  UDG counter: 1%
  AID inhibitor: 3%

> COc1ccc2oc(=O)c(-c3nc(-c4ccc(C)c(C)c4)cs3)cc2c1
  UDG counter: -5%
  AID inhibitor: 17%

> COP(=O)(OC)c1nc(-c2cccc([N+](=O)[O-])c2)oc1NCc1ccc(C)cc1
  UDG counter: -2%
  AID inhibitor: -12%

> Fc1ccc(-n2ncc3c(NCCCc4ccccc4)ncnc32)cc1
  UDG counter: -3%
  AID inhibitor: 3%

> Cc1ccc(CN(C(=O)COc2ccc([N+](=O)[O-])cc2)c2ccccn2)o1
  UDG counter: 28%
  AID inhibitor: 10%

> CC1CN(S(=O)(=O)c2cccc3cnccc23)CCN1 (configuration not stated)
  UDG counter: -3%
  AID inhibitor: 5%

> CCN(C(=O)Cn1c(=O)c2c(ncn2CC)n(Cc2ccccc2)c1=O)c1cccc2ccccc12
  UDG counter: -2%
  AID inhibitor: -18%

> COc1ccc(CCNc2nc3c(-c4cccc(F)c4)nnn3c3ccccc23)cc1OC
  UDG counter: -1%
  AID inhibitor: 1%

> CCN1CCN(c2oc(COc3ccc(Cl)cc3Cl)nc2C#N)CC1
  UDG counter: -16%
  AID inhibitor: -19%

> COc1ccc(S(=O)(=O)c2c(Nc3ccc(C)cc3C)sc(C(=O)c3ccc(F)cc3)c2N)cc1
  UDG counter: -9%
  AID inhibitor: -7%

> CCOc1ccc(S(=O)(=O)NCCc2c(C)[nH]c3c(Cl)cccc23)cc1C
  UDG counter: -6%
  AID inhibitor: ?

> COc1cccc(NC(=O)N(Cc2cn(C)c3ccccc23)C2CCCCCC2)c1
  UDG counter: -11%
  AID inhibitor: ?

> CC(C)(C)c1cc(Br)c(O)c(C(C)(C)C)c1
  UDG counter: 6%
  AID inhibitor: 7%

> CCC(C)C(=O)Nc1nc(-c2c(C)[nH]c3ccccc23)cs1 (configuration not stated)
  UDG counter: -3%
  AID inhibitor: 9%

> COC(=O)/C(C#N)=C\c1ccc(OC(F)F)cc1OC(F)F
  UDG counter: -4%
  AID inhibitor: -5%

> Nn1nnc2ccccc21
  UDG counter: 3%
  AID inhibitor: 1%

> Cc1ccc(NC(=O)c2nccnc2-c2nc3ccccc3s2)cc1Cl
  UDG counter: 1%
  AID inhibitor: -3%

> CCOC(=O)COc1ccc(CC)cc1C(=O)c1ccn2nc(-c3ccc(Cl)cc3)cc2n1
  UDG counter: -11%
  AID inhibitor: -6%

> C[N+](C)(N)CCOCC[N+](C)(C)N
  UDG counter: 7%
  AID inhibitor: 0%

> Cc1noc(C)c1CS(=O)(=O)c1ccccc1Cl
  UDG counter: 11%
  AID inhibitor: -2%

> Cc1ccc(NC(=O)/C(C#N)=C/c2ccccc2Cl)cc1C
  UDG counter: -7%
  AID inhibitor: -10%

> CCCCOc1ccc(/C=C(/C#N)c2nc3ccccc3[nH]2)cc1OCC
  UDG counter: 2%
  AID inhibitor: 21%

> NC(=O)C1CCCN(c2nc(-c3ccncc3)nc3ccccc23)C1 (configuration not stated)
  UDG counter: 12%
  AID inhibitor: 7%

> O=C(NCCc1ccc(C(F)(F)F)cc1)c1ccccn1
  UDG counter: -2%
  AID inhibitor: -2%

> O=C(CCN1CCc2ccccc2C(O)(c2ccccc2)C1)c1ccc2c(c1)OCCO2 (configuration not stated)
  UDG counter: -14%
  AID inhibitor: -18%

> COc1ccc(-c2cc3c(ccc4ccccc43)oc2=O)cc1
  UDG counter: 1%
  AID inhibitor: 5%

> CC(NC(=O)CC12CC3CC(CC(C3)C1)C2)c1ccccc1 (configuration not stated)
  UDG counter: 8%
  AID inhibitor: 11%

> CCN(CC)S(=O)(=O)c1cc(C(=O)OCc2csc(-c3ccccc3)n2)ccc1Cl
  UDG counter: 4%
  AID inhibitor: 0%

> Cc1nn(C(C)C(=O)NC2CCC(C)CC2)c(=O)c2cc3sccc3n12 (configuration not stated)
  UDG counter: 2%
  AID inhibitor: -19%

> C=C(C)CN1CCC(CC(N)=O)CC1
  UDG counter: 6%
  AID inhibitor: 6%
